# From PubChem
# ERp5 block – inhibitors of human ERp5; Q15084; ERp5 insulin aggregation, absorbance 650 nm, 90 min; inhibition, % at 9.99 µM; 0.05% of 350,000 active; AID 651711;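 active = mean replicate inhibition above about 25%, with every replicate also reaching it, limit read from the data, passing the limit was not always enough; inconclusive = only one of those two criteria met; inactive = neither criterion met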
# Target sequence (Q15084 whole entry, looked up): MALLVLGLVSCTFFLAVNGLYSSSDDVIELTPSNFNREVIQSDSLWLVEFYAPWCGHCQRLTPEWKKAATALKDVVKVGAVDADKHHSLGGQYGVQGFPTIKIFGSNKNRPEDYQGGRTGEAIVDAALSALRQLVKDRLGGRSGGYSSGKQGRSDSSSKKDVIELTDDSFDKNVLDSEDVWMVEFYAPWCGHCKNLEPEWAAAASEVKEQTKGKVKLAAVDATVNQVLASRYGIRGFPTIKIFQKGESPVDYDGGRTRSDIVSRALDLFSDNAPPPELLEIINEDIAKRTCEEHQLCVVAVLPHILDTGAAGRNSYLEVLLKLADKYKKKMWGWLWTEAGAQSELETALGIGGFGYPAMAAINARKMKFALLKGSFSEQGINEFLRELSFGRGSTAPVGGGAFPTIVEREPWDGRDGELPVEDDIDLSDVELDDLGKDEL
# DENV2 CPE rescue – protects cells from dengue virus 2 cytopathic effect | AID 651640 | CPE inhibition, % at 9.99 µM | DENV2-infected cells, cytopathic effect rescue, plate reader | 1.7% of 350,000 active; in the data active = CPE inhibition above about 20%, passing the limit was not always enough; inconclusive = no clear call, values can overlap the other calls; tested in BHK-21 cells;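 note: 0% = median of neutral control wells and 100% = median of positive control wells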
# ERAP1 HTS inh – blocks human ERAP1 aminopeptidase activity; recombinant ERAP1, Leu-AMC fluorescence, 60 min; inhibition, % at 10.7 µM; 0.15% of 340,000 active; AID 652197;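 active = mean replicate inhibition of at least 30%, or all replicates individually reaching that 30% level; inactive = mean below 30% and not every replicate reaching it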;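 note: 0% = neutral control wells and 100% = L-leucinethiol positive control wells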
# miR-122 sensor – miR-122 inhibition in Huh7 cells; 0.3% of 340,000 active; AID 602342; activation (reporter increase), % at 12.5 µM; Huh7 miR-122 Renilla luciferase sensor, 48 h; neutral wells = 0, positive control = 100;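 active = mean replicate activation score at least 90 and every replicate individually at or above 90; inconclusive = only one of the two criteria met; inactive = neither criterion met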;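 note: higher luciferase means less miR-122 activity so hits act as miR-122 inhibitors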
# CASP6 VEID inh – blocks human caspase-6 cleavage activity; P55212; purified caspase-6, Z-VEID-R110 cleavage fluorescence; inhibition, % at 12.5 µM; 0.53% of 350,000 active;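 active = mean inhibition across replicates at least about 35%, with every replicate also reaching that limit, limit read from the data; inconclusive = only one of the two criteria met; inactive = neither criterion met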;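 note: 0% = median of neutral control wells and 100% = no fluorescence left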
# Target sequence (P55212 24-179 limits assumed): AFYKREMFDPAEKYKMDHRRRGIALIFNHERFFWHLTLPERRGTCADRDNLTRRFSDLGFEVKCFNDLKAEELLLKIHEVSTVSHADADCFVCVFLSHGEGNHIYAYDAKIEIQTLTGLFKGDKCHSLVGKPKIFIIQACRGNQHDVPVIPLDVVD
# Target sequence (P55212 194-293 limits assumed): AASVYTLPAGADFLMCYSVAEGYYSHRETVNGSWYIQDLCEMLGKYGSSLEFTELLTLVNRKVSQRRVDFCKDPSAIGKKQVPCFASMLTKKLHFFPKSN
# SIRT5 block – inhibitors of human sirtuin-5 desuccinylase. Q9NXA8. 1.1% of 330,000 active. AID 652115. inhibition, % at 15 µM. Purified SirT5, succinyl-peptide AMC, trypsin-coupled fluorescence; in the data active = inhibition above about 15%; inconclusive = no clear call, values can overlap the other calls
# Target sequence (Q9NXA8 whole entry, looked up): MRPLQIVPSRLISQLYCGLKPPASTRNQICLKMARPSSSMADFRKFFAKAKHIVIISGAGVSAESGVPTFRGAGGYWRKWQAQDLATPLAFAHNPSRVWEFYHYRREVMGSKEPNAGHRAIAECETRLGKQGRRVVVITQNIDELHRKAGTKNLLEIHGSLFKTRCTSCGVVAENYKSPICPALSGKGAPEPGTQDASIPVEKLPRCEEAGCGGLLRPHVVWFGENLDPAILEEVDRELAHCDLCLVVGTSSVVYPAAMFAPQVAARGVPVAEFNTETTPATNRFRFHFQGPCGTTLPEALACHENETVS
# CFTR F508del cor – CFTR F508del correction in bronchial cells. CFBE cells, YFP halide quenching; stimulated with forskolin plus potentiator P3; % fluorescence drop versus neutral controls. activity (quench increase), % at 7.58 µM. 0.36% of 350,000 active;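 active = mean added fluorescence quench of at least 8% versus neutral control, with both replicates also reaching 8%; inconclusive = only one of the mean or replicate conditions met; inactive = mean below 8% and not both replicates reaching 8%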;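 note: cells transiently co-express mutant CFTR-F508del with the halide-sensitive YFP; corrector assay measuring rescue of mutant channel to the surface after 24 h compound exposure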
# Starred values were filed as active, the others as inactive; ? = inconclusive; . = not tested or not shown; & = joins results of further samples; [ ] = another dose, or the depositor's remark.
SMILES,ERp5 block,DENV2 CPE rescue,ERAP1 HTS inh,miR-122 sensor,CASP6 VEID inh,SIRT5 block,CFTR F508del cor
O=C(CSc1nc2ccccc2c(=O)n1CCCO)Nc1ccc2c(c1)OCCO2,7,0,-1,-11,4,5,1.7
O=CN1CCN(C(C(=O)NC2CCCCC2)c2ccc(Cl)cc2)CC1 (configuration not stated),-1,-1,-2,24,0,-3,1.2
CC(=O)Nc1ccc(NC(=O)C2CCN(S(=O)(=O)c3ccc4c(c3)OCCO4)CC2)cc1,1,19,0,.,1,-3,0.0
CC(O)(P(=O)(O)O)P(=O)(O)O,0,7,1,-2,-1,10,2.3
CC(C)CC(=O)NC(=S)Nc1ccc(NC(=O)c2ccco2)cc1,3,1,1,-1,-1,-2,.
OC[C@H]1[C@@H](c2ccc(-c3ccc(F)cc3)cc2)[C@H]2CN(Cc3ccncc3)CCCCN21,3,28*,4,0[16.7 µM],0,0,-3.6
C=CCOC(=O)C1=C(C)NC(=O)NC1/C=C/c1ccccc1OC (configuration not stated),14,5,0,.,1,-2,0.8
Cc1ccccc1N(C(=O)CCCC(=O)Nc1ccccn1)C(C(=O)NC1CCCC1)c1ccc(O)cc1 (configuration not stated),1,13,2,132*,4,-1,0.3
COc1ccc(C(=O)NCc2nnc(SCCOc3ccccc3)n2C)cc1,7,5,31*,0,4,-2,-0.9
CC(=O)C1=CCC(c2ccc(Br)cc2)N(S(=O)(=O)c2ccc(C)cc2)C1 (configuration not stated),4,-1,-1,11,1,-6,1.1
Cn1c(=O)c2c(nc(N3CCOCC3)n2CCc2ccccc2)n(C)c1=O,8,-1,2,1,-4,-3,5.4
CCC(=O)N(C)C[C@@H]1Oc2cc(-c3ccccc3OC)ccc2S(=O)(=O)N([C@@H](C)CO)C[C@@H]1C,-3,-8,-1,30[16.7 µM],1,-7,0.0
Cc1noc(C)c1NC(=O)N(C)C[C@H]1Oc2ccc(NS(=O)(=O)c3ccc(F)cc3)cc2C(=O)N([C@@H](C)CO)C[C@@H]1C,6,2,-2,1[16.7 µM],0,0,2.6
CC(C)C(=O)Nc1ccc2c(c1)C(=O)N(C)[C@H]1CC[C@H](CC(=O)NCC3CC3)O[C@H]1CO2,-2,-10,0,33[16.7 µM],2,-2,-0.6
CCCn1cc(CN2CCC(n3nccc3NC(=O)CCOc3ccccc3)CC2)c(C)n1,3,3,0,-2,-10,-2,2.7
CCOC(=O)N1CCc2c(sc3ncn(C)c(=O)c23)C1,0,1,2,.,-1,1,-0.3
COc1ccc(NS(=O)(=O)c2ccc3c(c2)NC(=O)CO3)c(OC)c1,-2,?,2,5,1,-2,1.4
CSCC[C@H]1COC[C@@H](Cc2ccccc2)N1c1ccccc1,2,-3,14,9,-1,-10,3.2
C[C@H](CO)N1C[C@H](C)[C@H](CN(C)S(C)(=O)=O)Oc2ncc(C#Cc3cccc(F)c3)cc2C1=O,-3,10,0,80[16.7 µM],4,-3,0.7
CC(C)C#Cc1ccc2c(c1)O[C@H](CN(C)Cc1cncnc1)[C@@H](C)CN([C@@H](C)CO)S2(=O)=O,-4,9,4,24[16.7 µM],1,6,2.5
CC1CC(C)CN(CCCNC(=O)c2ccc3c(c2)ncn3C2CCCC2)C1 (configuration not stated),2,3,0,.,-9,3,3.8
O=C(O)c1ccn2c(C(=O)c3ccccc3)c(-c3ccccc3)cc2c1,3,-6,3,0,2,1,0.5
O=C(COC(=O)COc1ccc(Cl)cc1)NCCCc1ccccc1,-8,3,0,5,-1,-5,-0.1
O=C(Cc1cccnc1)N1CC2(C1)[C@@H](c1ccccc1)[C@@H](CO)N2C(=O)C1CCCCC1,3,-4,2,.,0,4,-1.2
C[C@@H]1CN([C@H](C)CO)C(=O)c2cc(C#Cc3cccc(F)c3)cnc2O[C@H]1CN(C)C(=O)C1CCCCC1,7,5,1,-8[16.7 µM],7,3,5.6

# The closing 5 entries of the section above are carried over, then new ones follow.
SMILES,ERp5 block,DENV2 CPE rescue,ERAP1 HTS inh,miR-122 sensor,CASP6 VEID inh,SIRT5 block,CFTR F508del cor
CC1CC(C)CN(CCCNC(=O)c2ccc3c(c2)ncn3C2CCCC2)C1 (configuration not stated),2,3,0,.,-9,3,3.8
O=C(O)c1ccn2c(C(=O)c3ccccc3)c(-c3ccccc3)cc2c1,3,-6,3,0,2,1,0.5
O=C(COC(=O)COc1ccc(Cl)cc1)NCCCc1ccccc1,-8,3,0,5,-1,-5,-0.1
O=C(Cc1cccnc1)N1CC2(C1)[C@@H](c1ccccc1)[C@@H](CO)N2C(=O)C1CCCCC1,3,-4,2,.,0,4,-1.2
C[C@@H]1CN([C@H](C)CO)C(=O)c2cc(C#Cc3cccc(F)c3)cnc2O[C@H]1CN(C)C(=O)C1CCCCC1,7,5,1,-8[16.7 µM],7,3,5.6
O=C(Nc1ccc(N2CCOCC2)c(Cl)c1)c1ccccc1F,1,.,2,.,0,-2,.
COC(=O)[C@]12C[C@H](CC(=O)NCC3CCCCC3)C(=O)N(CCC3=CCCCC3)C1=C[C@H](C(C)(C)C)O[C@@H]2C,1,-10,5,.,2,.,3.4
C[C@@H]1CN([C@H](C)CO)C(=O)Cc2cc(NS(=O)(=O)c3cn(C)cn3)ccc2O[C@H]1CN(C)S(=O)(=O)c1cccs1,0,1,2,-1[16.7 µM],.,-3,0.4
CCc1cc(=O)[nH]c(SCC(=O)Nc2ccc3c(c2)OCCO3)n1,0,1,-2,.,-1,3,1.5
O=C(Nc1ccccc1F)N[C@@H]1CC[C@@H](CCNS(=O)(=O)c2ccc(Cl)cc2)O[C@@H]1CO,-1,-10,-1,3[16.7 µM],-2,8,2.3
COc1ccc(S(=O)(=O)N(C)C[C@H]2OCCCC[C@H](C)Oc3ccc(NC(=O)Nc4ccc(C(F)(F)F)cc4)cc3C(=O)N([C@H](C)CO)C[C@@H]2C)cc1,6,-9,-4,-11[16.7 µM],-1,-1,1.4
COC(=O)Cc1cc(=O)n(-c2nc3ccccc3s2)[nH]1,2,-4,3,4,33,6,-1.1
O=C(CCCOc1ccc(Br)cc1)NCCc1ccc(OC(F)F)cc1,1,-3,-3,2,-2,4,1.0
CCC(=O)Nc1ccc2c(c1)ncn2C,5,-3,-3,-4,-1,0,-0.1
CCN1CCC2(CCN(C(=O)c3cc(COc4cc(C)ccc4C)on3)C2)C1 (configuration not stated),-5,-3,1,-2,-27,0,1.4
COc1ccc(NC(=O)C2=CN3CCS(=O)(=O)N=C3C=C2)c(OC)c1,.,-3,0,0,1,-1,-1.5
Clc1ccc2nsnc2c1NC1=NCCN1,-4&8,-3&-8,-2&-2,1&-2,5&-4,5&1,2.8&0.0
CCC(=O)N1C[C@@H](C)[C@H](OC)CN(C)C(=O)c2ccc(NC(=O)c3cnccn3)cc2OC[C@H]1C,7,-8,1,.,-2,4,1.8
COCC(=O)N(C)C[C@H]1Oc2cc(C3=CCCC3)ccc2S(=O)(=O)N([C@H](C)CO)C[C@H]1C,-5,0,.,.,.,-1,2.8
COc1ccc(S(=O)(=O)NC(=O)C2(C)CCN2C(=O)COc2ccc(Cl)cc2)cc1OC (configuration not stated),-4,?,2,-5,2,-2,0.6
O=C(NCCC1=CCCCC1)C1CCCN(S(=O)(=O)c2cccnc2)C1 (configuration not stated),6,-6,2,2,-2,1,2.1
COc1ccccc1-c1cn(CC[C@@H]2CC[C@H](NC(=O)NC(C)C)[C@H](CO)O2)nn1,-3,0,0,.,2,-4,-1.8
Cc1cc2c(sc3ccccc32)c(C)n1,-1,-2,3,8,-1,-6,4.3
CCOc1ccc(CNC(=O)CCC(=O)N2Cc3cccc(OC)c3Oc3ncccc32)cc1,3,2,0,-2,-1,0,-2.8
CC(=O)c1ccc(OCc2cc([N+](=O)[O-])cc3c2OCOC3)cc1,1,9,6,3,0,-3,-0.6
Cc1csc2ncc(C(=O)NCCC(c3ccccc3)c3ccccc3)c(=O)n12,2,-5,1,12,0,-4,0.0
Cc1cc(Br)cn2c(Cc3ccccc3)c(-c3ccc(Cl)cc3)nc12,5,-7,0,.,0,-24,-3.5
O=C(Nc1ccc2c(c1)OCO2)Nc1ccc(F)cc1F,-3,-3,-1,-3,-4,-2,-3.1
CCc1nc2ccc(C(=O)Nc3cccc(OC)c3)cn2c1N(CC)Cc1cccc(Br)c1,-1,-2,0,-5,-2,.,1.1
CC(C)NC(=O)N(C)C[C@@H]1Oc2cc(Br)ccc2S(=O)(=O)N([C@H](C)CO)C[C@H]1C,-1,-5,1,9[16.7 µM],-2,-4,0.9
# (more compounds)
SMILES,ERp5 block,DENV2 CPE rescue,ERAP1 HTS inh,miR-122 sensor,CASP6 VEID inh,SIRT5 block,CFTR F508del cor
C[C@@H]1CN([C@@H](C)CO)C(=O)c2cc(-c3cncnc3)cnc2O[C@H]1CN(C)Cc1ccc(F)cc1,-6,6,0,-5[16.7 µM],0,-9,-1.7
O=C(Cc1ccccn1)N1CC2(C1)[C@@H](c1ccccc1)[C@@H](CO)N2C(=O)c1cccnc1,-5,-17,-1,.,1,-6,-1.9
Cc1cc(NS(=O)(=O)c2ccc(NC(=O)CSc3nc4ncc(Br)cc4[nH]3)cc2)nc(C)n1,-3,11,14,-12,5,-6,1.7
COc1ccc2c3c([nH]c2c1)[C@H](CO)N(Cc1ccccc1)CC31CN(C(=O)c2cccnc2)C1,-2,-16,-1,.,3,0,1.5
Cc1ccc(NC(=O)c2cc(S(=O)(=O)N3CCOCC3)cn2C)cc1F,-6,-5,1,-5,-2,-1,-3.1
Nn1cnnc1SCC(=O)N1CCc2ccccc2C1,2,-1,1,-10,3,-5,4.6
Cc1cc(C(=O)Nc2cccc3c2O[C@H](CN(C)Cc2ccncc2)[C@@H](C)CN([C@H](C)CO)C3=O)n(C)n1,2,-1,4,9[16.7 µM],-1,1,-5.0
Cc1cc(C(=O)NP(=O)(N2CC(C)OC(C)C2)N2CC(C)OC(C)C2)c(C)n1C1CC1 (configuration not stated),-5,-1,-1,.,5,-1,0.0
O=C(C[C@@H]1CC[C@H]2[C@@H](COC[C@@H](O)CN2Cc2cc(F)ccc2F)O1)NCc1ccc(Oc2ccccc2)cc1,0,-9,1,-11[16.7 µM],0,14,-1.8
C[C@@H]1CCCCO[C@H](CN(C)C(=O)CCC(F)(F)F)[C@H](C)CN([C@@H](C)CO)C(=O)c2cc(NC(=O)CCCCCC(=O)Nc3ccccc3N)ccc2O1,.,4,.,-9[16.7 µM],.,.,0.7
O=C(Cc1ccccn1)NCC[C@H]1CC[C@H](NC(=O)Nc2ccccc2)[C@@H](CO)O1,14,-5,2,.,-2,15,3.0
CCC(C)NC(=O)c1oc2ccc(S(=O)(=O)N3CCC4(CC3)OCCO4)cc2c1C (configuration not stated),-2,12,0,0,-3,-4,1.3
C[C@H](CO)N1C[C@H](C)[C@H](CN(C)Cc2ccc(C(=O)O)cc2)Oc2c(NC(=O)NC3CCCCC3)cccc2C1=O,-6,9,5,0[16.7 µM],-3,-1,0.9

# Entries of single compounds as entered above. Order of screens: ERp5 block | DENV2 CPE rescue | ERAP1 HTS inh | miR-122 sensor | CASP6 VEID inh | SIRT5 block | CFTR F508del cor
# Cc1cc(C(=O)NP(=O)(N2CC(C)OC(C)C2)N2CC(C)OC(C)C2)c(C)n1C1CC1 (configuration not stated) in the list: -5 | -1 | -1 | . | 5 | -1 | 0.0
# Cc1ccc(NC(=O)c2cc(S(=O)(=O)N3CCOCC3)cn2C)cc1F in the list: -6 | -5 | 1 | -5 | -2 | -1 | -3.1
# C[C@@H]1CN([C@@H](C)CO)C(=O)c2cc(-c3cncnc3)cnc2O[C@H]1CN(C)Cc1ccc(F)cc1 in the list: -6 | 6 | 0 | -5[16.7 µM] | 0 | -9 | -1.7
# O=C(Cc1ccccn1)N1CC2(C1)[C@@H](c1ccccc1)[C@@H](CO)N2C(=O)c1cccnc1 in the list: -5 | -17 | -1 | . | 1 | -6 | -1.9
# CCC(C)NC(=O)c1oc2ccc(S(=O)(=O)N3CCC4(CC3)OCCO4)cc2c1C (configuration not stated) in the list: -2 | 12 | 0 | 0 | -3 | -4 | 1.3
